sdo1 growth – sdo1-depleted yeast growth rescue; z-score at 10 µM; AID 817; S. cerevisiae sdo1-depleted JHY4D growth rescue, OD600 30 h; stronger effect = higher value; pdr5 snq2 efflux-pump mutant strain; 140,000 tested, 0.21% active;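 active means z-score above 3 at both the 24 hr and the 30 hr optical density reads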;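 further: z-score against mean and SD of all compound wells on the same plate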
Insulin prom inh – TRM-6 insulin promoter activity inhibition; TRM-6 cells (human fetal islet line), insulin promoter-eGFP reporter, imaging; reporter expression induced with tamoxifen; inhibition, % at 2 µM; 130,000 tested, 0.9% active;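 active means inhibition above the mean plus 3 SD, with well images judged a real hit on visual review, cut at about 60% in these data, passing the limit was not always enough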
sdo1 growth Rescue 24 h – second read-out of sdo1 growth, no call of its own (marks repeat the call); z-score; S. cerevisiae sdo1-depleted JHY4D growth rescue, OD600; measured here: growth rescue at 24 h;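 0 is the plate mean of compound wells and units are plate SD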
An asterisk follows results filed as active; i = inactive; . = not tested or not shown. A portion of the library. The share of hits here may be higher or lower than overall.

Start of the data: the first 15 entries as a preview:
sdo1 growth,sdo1 growth Rescue 24 h,molecule,Insulin prom inh
-0.08,0.03,COc1ccc(S(=O)(=O)Nc2cc(Sc3ncn[nH]3)c(O)c3ccccc23)cc1,23
0.16,-0.06,CCN1CCN(CCNC(=O)CS(=O)(=O)Cc2nc(-c3ccc(C)cc3)oc2C)CC1,.
-1.2,-1.2,COc1ccc(C2c3c(oc4ccc(C)cc4c3=O)C(=O)N2c2cc(C)ccn2)cc1OC (stereo unspecified),.
0.78,0.25,COCCCNC(=O)/C=C/c1ccc(Cl)cc1Cl,3
1.3,1.6,CN=C1SC(CC(=O)Nc2ccccc2F)C(=O)N1C (stereo unspecified),-20
-0.04,1.2,COc1ccccc1-c1cc(C(=O)N/N=C/C=C/c2ccccc2[N+](=O)[O-])c2ccccc2n1,17
-0.41,-0.35,O=C(CSc1nncn1-c1ccccc1)Nc1cccc(S(=O)(=O)N2CCCCC2)c1,24
-0.3,0.55,COc1cc2c(cc1OC)C(COc1ccc(F)cc1)N(C(=O)c1ccco1)CC2 (stereo unspecified),36
-0.2,-0.56,O=C(Nc1ccccc1)N1CCN(Cc2ccc3c(c2)OCO3)CC1,.
.,.,CCN(C(=O)COC(=O)c1ccc(OC)c(S(=O)(=O)N2CCCc3ccccc32)c1)C1CCS(=O)(=O)C1 (stereo unspecified),-29
0.69,0.26,COc1ccc(CCNC(=O)CSc2nc(O)c(C(C)C)c(=O)[nH]2)cc1OC,-283
.,.,Cc1ccoc1C(=O)N1CCCCC1C(=O)O (stereo unspecified),38
1.1,0.65,COc1ccc(/C(O)=C2\C(=O)C(=O)N(CCN(C)C)C2c2cc(OC)c(OC)c(OC)c2)c(C)c1 (stereo unspecified),7
0.45,0.18,Fc1cccc(-n2c(-c3ccco3)nc3nc4ccccc4nc32)c1,-7
0.45,1.1,CCOC(=O)CSc1nnc(CNC(=O)c2ccc(OC)cc2)n1C1CCCCC1,-57

Main list, repeating the preview:
sdo1 growth,sdo1 growth Rescue 24 h,molecule,Insulin prom inh
-0.08,0.03,COc1ccc(S(=O)(=O)Nc2cc(Sc3ncn[nH]3)c(O)c3ccccc23)cc1,23
0.16,-0.06,CCN1CCN(CCNC(=O)CS(=O)(=O)Cc2nc(-c3ccc(C)cc3)oc2C)CC1,.
-1.2,-1.2,COc1ccc(C2c3c(oc4ccc(C)cc4c3=O)C(=O)N2c2cc(C)ccn2)cc1OC (stereo unspecified),.
0.78,0.25,COCCCNC(=O)/C=C/c1ccc(Cl)cc1Cl,3
1.3,1.6,CN=C1SC(CC(=O)Nc2ccccc2F)C(=O)N1C (stereo unspecified),-20
-0.04,1.2,COc1ccccc1-c1cc(C(=O)N/N=C/C=C/c2ccccc2[N+](=O)[O-])c2ccccc2n1,17
-0.41,-0.35,O=C(CSc1nncn1-c1ccccc1)Nc1cccc(S(=O)(=O)N2CCCCC2)c1,24
-0.3,0.55,COc1cc2c(cc1OC)C(COc1ccc(F)cc1)N(C(=O)c1ccco1)CC2 (stereo unspecified),36
-0.2,-0.56,O=C(Nc1ccccc1)N1CCN(Cc2ccc3c(c2)OCO3)CC1,.
.,.,CCN(C(=O)COC(=O)c1ccc(OC)c(S(=O)(=O)N2CCCc3ccccc32)c1)C1CCS(=O)(=O)C1 (stereo unspecified),-29
0.69,0.26,COc1ccc(CCNC(=O)CSc2nc(O)c(C(C)C)c(=O)[nH]2)cc1OC,-283
.,.,Cc1ccoc1C(=O)N1CCCCC1C(=O)O (stereo unspecified),38
1.1,0.65,COc1ccc(/C(O)=C2\C(=O)C(=O)N(CCN(C)C)C2c2cc(OC)c(OC)c(OC)c2)c(C)c1 (stereo unspecified),7
0.45,0.18,Fc1cccc(-n2c(-c3ccco3)nc3nc4ccccc4nc32)c1,-7
0.45,1.1,CCOC(=O)CSc1nnc(CNC(=O)c2ccc(OC)cc2)n1C1CCCCC1,-57
-0.9,-1.3,O=C(NCCCNc1ccc(C(F)(F)F)cc1[N+](=O)[O-])c1ccc(F)cc1,-19
0.49,0.16,Cn1ccnc1SCC(=O)Nc1cccc(O)c1,37
-1.6,-1.6,Cc1ccc(N2C(=O)C3CCC(c4ccccc4)CC3C2=O)cc1 (stereo unspecified),0
-0.56,0.28,COc1ccc(NC(=O)Cn2nnc(C(=O)NCc3ccccc3OC)c2N)cc1Cl,9
-0.85,-1.1,CCOC(=O)Cn1nnnc1CN(Cc1cccs1)Cc1cc2cc(C)ccc2[nH]c1=O,-35
.,.,CC(C)(C)c1ccc(NC(=O)COC(=O)C2(C)CC2(Cl)Cl)cc1 (stereo unspecified),14
1.1,1.6,CC1(C)c2ccccc2N2CCC(=O)NC21/C=C/c1ccco1 (stereo unspecified),.
0.53,0.3,O=C(Nc1cccnc1)c1cccnc1,-4
-0.44,0.35,COc1ccc(OC)c(N(CC(=O)NCc2ccncc2)S(C)(=O)=O)c1,11
0.5,0.37,O=C(NC1CCSC1=O)c1ccc(Oc2ccc(F)cc2)nc1 (stereo unspecified),-10
-2.5,-2,c1cc2c(cc1C1CCCCC1)c1c3n2CCN=C3CCC1,-81
-1.5,-1.4,COc1ccc(-c2csc(N(CCc3ccccc3)C(=O)COc3ccccc3)n2)cc1,26
-0.77,-1.6,CCN(CC)CCN(C)C1CCC(c2ccccc2)CC1 (stereo unspecified),20
.,.,Cc1ccccc1CNC(=O)CC1C(=O)NCCN1Cc1c(F)cccc1Cl (stereo unspecified),8
0.39,0.64,CC(CCc1ccc(O)cc1)N(C)CCc1ccccc1 (stereo unspecified),.
0.67,0.3,CC(C)CCNC(=O)c1cccc(Cl)c1,60
1.1,1.1,Cc1ccc(CNC(=O)C(=O)NCCCn2ccnc2)cc1,15
-0.85,-0.29,O=c1c2ccccc2nc(/C=C/c2ccc(O)cc2)n1CCc1ccccc1,-53
0.57,0.17,Cc1c(-c2ccc(F)cc2)[n+](=O)c(-c2ccc(F)cc2)c(C)n1[O-],8
0.82,1.2,CCn1c(SCC(=O)Nc2ccc(S(=O)(=O)Nc3onc(C)c3C)cc2)nnc1-c1ccccc1,0
-0.79,-0.46,CCn1c(C)cs/c1=N\C(=S)Nc1ccccc1C,.
.,.,CCNc1ccc(Br)cc(C(=O)/C=C/c2ccccc2Cl)c1=O,i
1.1,-0.44,O=C(c1ccco1)N1CCN(C(c2ccccc2F)c2nnnn2CC2CCCO2)CC1 (stereo unspecified),.
0.31,3,Cc1cc(N2CCOCC2)nc(SCC(=O)c2ccccc2)n1,-11
-0.04,0.11,Cc1ccc(-c2nc3ncccc3o2)cc1NC(=O)COc1ccccc1,10
-0.81,0.55,Cc1ccc2nc(SCC(=O)NCc3ccco3)c(C#N)cc2c1,-14
-0.08,-0.78,COc1ccc(-c2[nH]nc3c2C(c2ccoc2)C(C#N)=C(N)O3)cc1 (stereo unspecified),-14
0.44,0.42,CCOc1ccc2nc(SC(C)C(N)=O)[nH]c2c1 (stereo unspecified),.
0.5,-0.25,CCNc1ccc2c(Cl)cc(=O)oc2c1,23
0.18,0.22,CCN(CC)S(=O)(=O)c1ccc(Cl)c(NC(=O)c2ccccc2C)c1,4
-1.4,-0.76,Cc1ccc2c(c1)N(Cc1cccc(Cl)c1)C(=O)c1cccnc1O2,-21
2.3,2.6,COc1cc(C2/C(=C(/O)c3ccc(OCC(C)C)cc3)C(=O)C(=O)N2CCN(C)C)ccc1O (stereo unspecified),26
.,.,CCCCN(C)CCNC(=O)C(=O)c1c(C)[nH]c2ccccc12,-27
0.82,0.72,CCc1cc2c(NCCC(=O)O)ncnc2s1,30
-1.2,-1.4,Cn1c(SCc2ccccc2)nnc1-c1ccc2c(c1)OCO2,-186
-0.51,-0.66,CC1CN(C(=O)c2cccc(COc3ccc(Br)cc3)c2)CC(C)O1 (stereo unspecified),41
-0.89,-1.2,Cc1ccc2cccc(OCC(=O)NCc3ccco3)c2n1,.
0.73,0.23,COCCN(Cc1cc2cc3c(cc2[nH]c1=O)OCO3)C(=O)c1cccs1,.
0.04,-0.07,O=C(Nc1ccccn1)c1ccc2c(c1)S(=O)(=O)c1ccccc1C2=O,-10
-0.7,-1.1,CCCNC(=O)c1cc(S(=O)(=O)N2CCc3ccccc32)ccc1F,-26
-1.1,-1,CCC(c1nnnn1CS(=O)(=O)c1ccc(C)cc1)N1CCN(c2nc3ccccc3s2)CC1 (stereo unspecified),49

(next part)
sdo1 growth,sdo1 growth Rescue 24 h,molecule,Insulin prom inh
-2.2,-1.6,CCOc1ccc(N(CC(=O)Nc2ccc3c(c2)OCCO3)S(=O)(=O)c2c(C)noc2C)cc1,.
-2.3,-2.2,Cc1cccc(Oc2nc(CN3CCOCC3)nc3sc4c(c23)CCCC4)c1,36
-0.41,-1.3,Cc1[nH]n(-c2ccccc2)c(=O)c1-c1cccc(Cl)c1,-40
0.3,0.09,O=C(c1cc(-c2ccc(Cl)c(Cl)c2)on1)N1CCCC1,.
0.29,-1.1,CCC1CCC2(CC1)NC(CO)(CO)CO2 (stereo unspecified),.
0.52,-0.29,CCOc1ccc(CC(=O)NNC(=S)NC2CCCCC2)cc1OCC,.
0.5,0.29,COc1ccc(C(=O)Nc2ccc(C(F)(F)F)n(C)c2=O)cc1,.
-0.2,1.8,CCOc1ccc(C(=O)Nc2cc(C)c3c(=O)oc4ccccc4c3n2)cc1,.
0.97,0.46,O=C(C[n+]1cc(-c2ccccc2)n2c1CCC2)Nc1nc(-c2ccccc2)cs1,-12
.,.,CC(Sc1nncn1C)C(=O)Nc1cc(C(F)(F)F)ccc1N1CCOCC1 (stereo unspecified),0
-0.31,1.8,COc1ccc(C(=O)N=c2sc3c(C)ccc(OC)c3n2C)cc1,.
-0.73,-0.59,O=C(OCc1ccc2c(c1)OCO2)c1cccc(S(=O)(=O)N2CCCCC2)c1,-38
-0.08,-1.3,COc1ccc(CCN2C(=O)CC(N3CCN(c4ccccn4)CC3)C2=O)cc1OC (stereo unspecified),27
0.47,0.67,CCOC(=O)/C(C#N)=C1/C=Cc2ccccc2N1CC,15
0.06,-0.53,CCOC(=O)N1CCC(NC(=O)C(CC(C)C)NC(=O)C2CCCCC2)CC1 (stereo unspecified),27
-0.61,0.07,CCSc1nnc(-c2ccc(Cl)cc2)c2ccccc12,-29
-0.79,-1.2,COCCn1c(C(C)C)nc2sc3ccccc3c(=O)c2c1=O,23
.,.,O=c1cc(-c2ccc(C3CCCCC3)cc2)[nH][nH]1,11
-0.29,-0.4,CN(C)c1ccc(N=Nc2ccccc2C(=O)OCC(=O)N2CCCC2)cc1,.
1.1,0.22,Cc1ccc(NC(=O)c2ccccc2-c2ccccc2C(=O)O)cc1,-38
0.41,-0.27,COCCn1c(SCC(=O)Nc2sc(C)c(C)c2C#N)nnc1C(C)C,-50
-0.43,0.28,CC1(C)C(=O)C2(CCCCC2)C(=O)OC1C(=O)c1ccccc1 (stereo unspecified),50
0.25,1.1,O=C(OCc1nnc(-c2ccccc2)o1)c1ccc(S(=O)(=O)NCc2ccco2)cc1,-3
-0.34,-0.5,Cc1cc(C)n2c(Nc3ccc4c(c3)OCCO4)c(-c3ccco3)nc2n1,.
-1.1,-1.2,N#CCSc1nc2c(cc1C#N)CCCCCC2,68
.,.,Cc1n(N)c2ccccc2[n+]1CC(=O)c1ccccc1,21
-0.34,-0.62,Cc1ccc(-c2csc(Cc3nc(-c4cc5ccccc5oc4=O)cs3)n2)cc1,.
0.49,0.23,CCOc1ccc(N(CC(=O)NCC2CCCO2)C(=O)CCC(=O)Nc2ccccn2)cc1 (stereo unspecified),62
.,.,CC(C)(CNS(=O)(=O)c1ccc2c(c1)OCCO2)N1CCOCC1,-29
-1.2,-1.3,O=C(c1cccc(S(=O)(=O)N2CCCC2)c1)N1CCN(c2ccccc2F)CC1,-454
0.96,0.45,CC(=O)Nc1ccc(C(=O)Nc2cc(C(F)(F)F)ccc2-n2cnc3ccccc32)cc1,23
-1.5,-1,C=CCSc1nc(N(CC)CC)c2sccc2n1,43
-0.74,0.84,CCn1nc(C)c(/C=N/NC(=S)Nc2ccc(Cl)cc2Cl)c1C,0
1.2,1.6,Cc1cc(S(=O)(=O)N(Cc2ccccn2)Cc2ccco2)ccc1-n1cnnn1,10
0.85,0.6,COCC(=O)N(Cc1cc2cc(OC)ccc2[nH]c1=O)c1ccc(C)cc1,31
.,.,COC(=O)Cc1c(O)ccn(Cc2cccc(C(F)(F)F)c2)c1=O,-3
.,.,C/C(CCc1ccc2c(c1)OCO2)=N\NC(=O)c1ccc(C)cc1C,20
0.62,1.2,CN1C(=O)C(CC(=O)N2CCN(C(c3ccccc3)c3ccccc3)CC2)N(C)C1=O (stereo unspecified),-9
-1.5,-2,CC1CCCCN1C(=O)Cc1ccc(Cl)cc1 (stereo unspecified),-334
-1.1,-0.29,CCOC(=O)N1CCC(NC(=O)CCc2c(C)nc3c(c(C)nn3C(C)(C)C)c2C)CC1,-4
.,.,COc1ccc(-n2cc(CNCC3CC(=O)N(C4CC4)C3)c(-c3ccccc3Cl)n2)cc1 (stereo unspecified),-33
1.1,0.94,CC(C)(C)NS(=O)(=O)c1ccc(CCC(=O)Nc2ccc3c(c2)OCO3)cc1,-350
-0.86,-0.04,COc1ccccc1NC(=O)CCCc1c[nH]c2ccccc12,21
0.78,2,COC(=O)c1cn(NC(=O)C2CCC(C(C)(C)C)CC2)c(=O)c2ccccc12 (stereo unspecified),-18
-0.9,0.28,O=C(Nc1ccccc1)N(Cc1cccs1)C1CCCC1,36
.,.,Cc1oc(-c2cc(F)ccc2F)nc1CN1CCN(c2ncnc3ccccc23)CC1,12
-0.8,-1.2,O=C(NCc1ccncc1)Nc1ccccc1Cl,22
-0.34,-0.07,COc1ccccc1-c1c(C(F)(F)F)oc2cc(OS(C)(=O)=O)ccc2c1=O,14
0.03,0.15,COCCN(Cc1cc2cc3c(cc2n2nnnc12)OCO3)C(=O)c1ccccc1F,19
2,1.5,O=C(Cn1cncn1)NCc1cccc2ccccc12,32

High-throughput results from PubChem.
